M1 PAM parental – M1 PAM counterscreen hit in parental CHO-K1 cells; ATP EC20, Fluo-8 calcium fluorescence; 0% at ATP EC20, 100% at ATP max; 0.02% of 360,000 active; activation, % at 3 µM;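 active means activation above the run cutoff, the mean activation of all test compounds plus 3 SD, cut at about 40% in these data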;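 further: peak over basal fluorescence ratio in a 140 s read after ATP addition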
CHRM1 agonist – agonists of human M1 muscarinic receptor; P11229; CHO-K1 hM1, Fluo-8 calcium fluorescence, agonist mode; 0% DMSO, 100% acetylcholine EC100; activation, % at 3 µM; 0.33% of 360,000 active; AID 588814;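 active means activation above the run's mean compound activation plus 3 SD, cut at about 16% in these data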;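 further: peak over basal fluorescence ratio within a 140 s kinetic read after compound addition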
V1aR counter – V1a receptor agonism, counter-screen for OXTR agonists; P37288; CHO-V1R cells, Fluo-8 calcium fluorescence, agonist mode; 0% DMSO, 100% 3 nM vasopressin; activation, % at 3 µM; 0.25% of 320,000 active;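 active means activation above the mean activation of all tested compounds plus 3 SD, per screening run, cut at about 20% in these data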;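 further: signal is peak over basal fluorescence ratio across a 100 second FLIPR read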
Target sequence (P37288 whole entry, looked up): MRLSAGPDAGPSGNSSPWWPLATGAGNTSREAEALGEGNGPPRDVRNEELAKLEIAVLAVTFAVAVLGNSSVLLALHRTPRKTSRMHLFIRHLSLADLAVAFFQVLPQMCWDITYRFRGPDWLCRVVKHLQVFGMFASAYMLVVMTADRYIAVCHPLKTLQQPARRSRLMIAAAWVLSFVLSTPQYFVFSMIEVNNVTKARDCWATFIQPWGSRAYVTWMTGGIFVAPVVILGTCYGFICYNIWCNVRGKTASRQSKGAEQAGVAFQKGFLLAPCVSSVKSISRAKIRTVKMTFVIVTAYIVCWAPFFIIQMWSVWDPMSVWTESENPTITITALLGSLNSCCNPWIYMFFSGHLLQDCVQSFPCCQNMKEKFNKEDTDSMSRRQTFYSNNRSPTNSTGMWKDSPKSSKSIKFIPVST
TAAR1 antagonist – human TAAR1 antagonism | CHO RD-HGA16 TAAR1, Fluo-8 calcium fluorescence, antagonist | 1.5% of 360,000 active | inhibition, % at 3 µM | AID 624466 | Q96RJ0;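 active means inhibition above a per-plate cutoff, the mean inhibition of test compounds on that plate plus 3 SD, cut at about 49% in these data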;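 further: 0% = DMSO plus EC80 beta-PEA response and 100% = DMSO alone without agonist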
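Material: RD-HGA16 CHO cells with stable hTAAR1 and Gα16; Dosing: single nominal final test compound concentration of 3 µM; Schedule: seeding 17-24 h prior, 75-min 37 °C, 30-min RT dye loading; Detection: kinetic Fluo-8 calcium fluorescence measurement; Measure: % inhibition from peak post-agonist over basal fluorescence ratio; Benchmarks: vehicle and agonist controls.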
CHO-K1 Ca antag – nonselective inhibitor or artifact in parental CHO-K1 cells; ATP-induced calcium, Fluo-8 fluorescence; inhibition, % at 3 µM; 0.6% of 360,000 active;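 active means inhibition above a per-plate cutoff, the plate's mean sample inhibition plus 3 SD, cut at about 24% in these data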;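 further: 0% = DMSO plus EC80 ATP and 100% = DMSO alone without ATP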
CHO-K1 Ca ag – counter-screen for M1 agonists: effect in parental CHO-K1 cells; Fluo-8 calcium fluorescence; scaled to maximal ATP response, vehicle zero; activation, % at 3 µM; 0.48% of 360,000 active; AID 602248; in the data active means activation above about 15%;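 further: untransfected CHO-K1 host cells lacking M1 receptor as counterscreen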
OXTR potentiator – potentiators of human oxytocin receptor; 0.061% of 320,000 active; P30559; CHO-OTR cells, Fluo-8 calcium fluorescence, potentiator mode; 0% = oxytocin EC15, 100% = EC100; activation, % at 3 µM; AID 2445;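 active means activation above that plate's cutoff, the mean activation of tested compounds plus 3 SD, cut at about 6.6% in these data, passing the limit was not always enough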;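 further: 100% uses oxytocin at 75 nM as the full agonist control; some results filed as inactive read as strong as hits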
Target sequence (P30559 whole entry, looked up): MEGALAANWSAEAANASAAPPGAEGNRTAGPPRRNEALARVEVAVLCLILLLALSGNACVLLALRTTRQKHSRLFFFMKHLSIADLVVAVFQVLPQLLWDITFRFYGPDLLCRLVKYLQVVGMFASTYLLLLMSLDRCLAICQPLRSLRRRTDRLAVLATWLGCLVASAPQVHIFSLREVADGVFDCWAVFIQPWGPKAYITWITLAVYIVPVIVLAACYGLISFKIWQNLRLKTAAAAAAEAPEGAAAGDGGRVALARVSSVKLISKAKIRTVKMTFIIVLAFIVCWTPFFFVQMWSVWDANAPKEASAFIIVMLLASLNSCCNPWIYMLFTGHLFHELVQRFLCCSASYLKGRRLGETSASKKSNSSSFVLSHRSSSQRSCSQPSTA
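Measured by – Fluo-8 calcium dye fluorescence · Test system – human OTR in CHO cells · Dosing – one concentration, 3.0 µM compound · Controls – EC15 oxytocin alone as 0%, 75 nM oxytocin as 100% · Evaluation – normalized max/min fluorescence ratio, % activation · Timing – 6 min pre-incubation, 100 s read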
CHO parental Ca – counter-screen: ATP calcium response change in parental CHO cells. parental CHO-K1, ATP-induced calcium, Fluo-8 fluorescence. inhibition, % at 5.6 µM. 0.63% of 330,000 active. AID 463079;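 active means inhibition above that plate's mean sample inhibition plus 3 SD, cut at about 26% in these data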;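 further: 0% = ATP-challenged DMSO wells and 100% = DMSO wells without ATP; some compounds past the cut are filed as inactive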
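Assay system: untransfected parental CHO cell line. Also added: ATP agonist challenge. Dosing: one dose, 5.6 µM nominal. Measured by: Fluo-8 fluorescence. Read-out: % inhibition. Benchmarks: ATP wells versus no-ATP DMSO wells. Repeats: no replicates.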
TAAR1 ag – agonists of human TAAR1; Q96RJ0; CHO RD-HGA16 TAAR1, Fluo-8 calcium fluorescence; vehicle wells 0%, saturating PEA agonist 100%; activation, % at 3 µM; 0.99% of 360,000 active;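 active means activation above the mean activation of all test compounds in the run plus 3 SD, cut at about 38% in these data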
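System: CHO-derived RD-HGA16 cells with stable Gα16 and human TAAR1 / Times: 17-24 h plating, Fluo-8 75 min 37 °C, 30 min RT / Technique: calcium-sensitive Fluo-8 signal, excitation 470-495, emission 515-575 nm / Measure: % activation relative to PEA EC100 response / Benchmarks: DMSO and PEA EC100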
* marks the source's active call; other numbers are inactive results; x = no result given; & = joins results of further samples.

SMILES	M1 PAM parental	CHRM1 agonist	V1aR counter	TAAR1 antagonist	CHO-K1 Ca antag	CHO-K1 Ca ag	OXTR potentiator	CHO parental Ca	TAAR1 ag
O=C(COc1ccc(F)cc1Br)N1CCN(S(=O)(=O)/C=C/c2ccccc2)CC1	1	-3	0.3	13	-21	1.2	-5	-23	0
COc1cc(S(=O)(=O)n2ccnc2)ccc1Br	18	-5	0.7	5	-10	-0.2	-11	7	5
Cc1ccccc1CNC(=O)c1cc2ccccc2o1	16	-6	-0.6	-5	-4	0.5	-6	-12	5
Cc1cc(C)c(S(=O)(=O)c2ccc(C(C)(C)C)cc2)c(Cl)n1	-7	-5	5.6	15	6	1.4	-21	43*	22
Cc1cccc(Cn2nnc3c2C(=O)c2ccccc2C3=O)c1	-5	0	7.1	10	-2	0.0	-5	-19	10
COc1ccc(N(C(=O)c2ccco2)C(C(=O)NC2CCCC2)c2ccco2)cc1OC (stereo unspecified)	5	-2	-1.0	6	-2	-0.3	1	-21	1
O=C(Cc1ccc(Cl)cc1)N/N=C/c1cccc(O)c1	-28	-2	5.2	-3	13	1.7	-7	-2	12
COC(=O)[C@@]1(C)[C@H]2C(=O)N(Cc3ccccc3)C(=O)[C@H]2[C@H]2CN=C(SCc3ccc(C#N)cc3)N21	26	-7	x	2	-13	1.0	x	-15	2
CC(=O)Nc1ccc(NC(=O)C2CCN(c3ccc(C(F)(F)F)cn3)CC2)cc1	10	-13	0.3	13	-1	0.9	3	-14	4
COC(=O)Cn1nc(C)c2ccccc2c1=O	0	-2	0.2	7	12	-0.4	-4	3	13
Cc1cc(NC(=O)CCNS(=O)(=O)c2ccc3[nH]c(=O)oc3c2)ccc1Br	12	-3	1.3	-22	-9	0.3	0	-8	6
COc1ccc2oc(/C=C/N(C)C)c(C(=O)c3ccc(Cl)cc3)c2c1	20	-4	-0.7	-1	-9	0.2	-4	-9	2
Cc1cc2c(cc1S(=O)(=O)N1CCN(c3ccccc3)CC1)OCCN2C	19	-4	0.7	5	-5	-0.1	-5	34*	-1
O=C(COc1ccccc1[N+](=O)[O-])Nc1ccc2oc(=O)ccc2c1	13	-1	5.2	-25	-14	0.9	-7	1	2
CCOc1cccc(C2C(C(=O)c3ccc(C)o3)=C(O)C(=O)N2CCCn2ccnc2)c1 (stereo unspecified)	2	-3	-0.7	-6	-2	0.4	-1	-12	4
COc1cccc(CN(Cc2cccnc2)S(=O)(=O)c2ccc(-n3cnnn3)c(C)c2)c1	-11	-9	2.7	0	11	1.6	-9	-8	7
CC(=O)Nc1ccc(NC(=O)CSc2ncc(C(=O)Nc3ccccc3)c(=O)n2C)cc1	13	0	0.6	-17	3	1.5	-6	-5	3
Cc1ccc(NC(=O)CSCC(=O)OCc2cc(=O)oc3cc(O)ccc23)c(C)c1	0	-1	1.5	10	-12	2.3	-7	-15	0
CC1CCCCC1NC(=O)c1nn(C)c(=O)c2ccccc12 (stereo unspecified)	23	-6	-1.7	-11	-9	0.2	-2	14	5
COc1ccc(CN(C)C(=O)c2ccc(OCC(=O)N3CCOCC3)c(OC)c2)cc1	-3	-1	0.1	2	-11	0.2	-2	-6	1
COCCOC(=O)c1c(C)nc(SCC(=O)Nc2ccc(C)cc2)c(C#N)c1-c1ccco1	18	-6	0.3	10	-3	-0.1	-7	-22	5
CCCCOc1ccc(Br)cc1CSC(=N)N	-15	-1	x	73*	34*	6.8	x	x	103*
c1cc(CNC23CC4CC(CC(C4)C2)C3)ccn1	11	-6	0.4	-24	-14	1.2	-4	-10	2
COc1ccc(C(=O)NCC(=O)OCC(=O)N2CC(C)CC(C)C2)cc1 (stereo unspecified)	12	0	0.6	-10	7	0.8	-11	-5	4
C=CCn1c(SCN2C(=O)c3ccccc3C2=O)nc2ccc(Cl)cc2c1=O	3	-1	0.5	15	1	-0.2	-3	-1	0

Entries of single compounds, quoted from the list. Screens in order: M1 PAM parental, CHRM1 agonist, V1aR counter, TAAR1 antagonist, CHO-K1 Ca antag, CHO-K1 Ca ag, OXTR potentiator, CHO parental Ca, TAAR1 ag
Profile of Cc1cccc(Cn2nnc3c2C(=O)c2ccccc2C3=O)c1 = -5, 0, 7.1, 10, -2, 0.0, -5, -19, 10
Profile of c1cc(CNC23CC4CC(CC(C4)C2)C3)ccn1 = 11, -6, 0.4, -24, -14, 1.2, -4, -10, 2
Profile of COc1cccc(CN(Cc2cccnc2)S(=O)(=O)c2ccc(-n3cnnn3)c(C)c2)c1 = -11, -9, 2.7, 0, 11, 1.6, -9, -8, 7

Fetched by compound from the entries so far (2):
SMILES	M1 PAM parental	CHRM1 agonist	V1aR counter	TAAR1 antagonist	CHO-K1 Ca antag	CHO-K1 Ca ag	OXTR potentiator	CHO parental Ca	TAAR1 ag
CC1CCCCC1NC(=O)c1nn(C)c(=O)c2ccccc12 (stereo unspecified)	23	-6	-1.7	-11	-9	0.2	-2	14	5
Cc1ccc(NC(=O)CSCC(=O)OCc2cc(=O)oc3cc(O)ccc23)c(C)c1	0	-1	1.5	10	-12	2.3	-7	-15	0

Continuation:
SMILES	M1 PAM parental	CHRM1 agonist	V1aR counter	TAAR1 antagonist	CHO-K1 Ca antag	CHO-K1 Ca ag	OXTR potentiator	CHO parental Ca	TAAR1 ag
COc1ccccc1Nc1nc(N2CCOCC2)nc(N2CCOCC2)n1	-25&7	-5&-3	-1.1&-0.5	-15&11	9&-13	-0.4&0.1	3&-7	-11&-11	-1&-1
CC(NC(=O)/C(C#N)=C/c1cccs1)c1ccccc1 (stereo unspecified)	-1	-3	0.2	5	-8	1.9	-10	-2	0
COC1=C(N)C(=O)c2nc(C)ccc2C1=O	-4	-2	x	3	-7	0.5	x	x	1
O=S(Cc1ccc(Cl)cc1)CC(O)COc1ccc(Cl)cc1 (stereo unspecified)	17	-3	2.8	12	-8	1.7	-1	-18	2
CN(C)C(=O)N1CCN(C(=O)c2ccccc2Sc2ccccc2C#N)CC1	15	-6	-0.1	-26	-20	0.6	5	-13	1
COc1ccc(C2CC(c3ccc4ccccc4c3)=NN2C(=O)COC(=O)C2CCC(=O)N2)cc1 (stereo unspecified)	-8	-7	2.4	9	-6	0.7	-12	-20	14
O=C(COc1ccc(-c2ccccc2)cc1)N1CCCC1	16	-9	1.3	6	9	5.1	-9	1	8
CCc1oc(C(=O)O)cc1COC	-1	0	0.2	-2	15	0.2	-1	-3	5
COC(=O)c1ccc(N2Cc3ccccc3/C2=N\C(=O)Nc2ccccc2)cc1	5	-4	1.3	-4	-6	-0.1	-13	-7	2
CC1(C(=O)Nc2ccc3c(c2)OCO3)Cc2c(-c3cccc(C(N)=O)c3)ccnc2O1 (stereo unspecified)	2	1	x	-33	0	0.3	x	x	3
O=S(=O)(c1ccc2c(c1)OCCO2)N1CCC(c2nc3ccccc3s2)CC1	-8	1	1.7	-25	12	-0.4	-3	-6	6
O=C(O)CC/C(=N\NC(=O)c1ccncc1)c1ccccc1	2	-1	-0.1	-11	-3	-0.3	-9	-2	6
COc1cc(/C=C(\NC(C)=O)C(=O)Nc2ccccc2C)ccc1OC(C)=O	11	-4	2.2	6	-12	0.8	-3	0	1
COc1ccccc1NC(=O)/C(=C/c1cccc([N+](=O)[O-])c1)c1ccccc1	27	-3	0.8	21	-7	0.5	-4	-38	1
O=C(O)Cn1c(CC(=O)N2CCCC2)nc2ccccc21	8	-2	2.0	-9	-9	0.2	-4	3	8
COCCCNC(=O)CCc1nc2cccnc2n1Cc1ccccc1	13	-5	0.6	9	-3	1.2	6	-17	3
O=C(CSc1nc(-c2ccccc2)nc2c1Cc1ccccc1O2)Nc1ccc(C(=O)O)cc1	22	-1	x	21	-17	0.8	x	x	5
CCCOc1ccc(C2=CSC3=NCCN23)cc1[N+](=O)[O-]	6	-9	-0.3	4	-5	0.2	-9	-4	-1
COc1ccccc1N1CCN(C(=O)c2cn(-c3ccccc3)nc2-c2cccnc2)CC1	5	1	1.5	22	-7	4.2	-6	-19	19
CCOc1ccc(NS(=O)(=O)c2ccc(NC(=S)NC(=O)CC(C)C)cc2)cc1	19	17*	23*	61*	8	11	-20	-1	72*
CCOc1ncccc1C(=O)Nc1ccc(F)c(Cl)c1	5	-4	-1.1	1	10	-0.5	-17	-23	4
COc1ccc(CNC(=O)COC(=O)c2ccc(OCC3CCCO3)cc2)cc1 (stereo unspecified)	14	0	2.9	1	-6	6.7	-9	-15	5
CCN1CCN(CCc2nc3cc([N+](=O)[O-])ccc3n2C)CC1	22	-5	-1.8	-43	-9	1.2	-5	-8	8

Limited to CHO parental Ca and V1aR counter, for some of the entries so far:
canonical_smiles	CHO parental Ca	V1aR counter
CN(C)C(=O)N1CCN(C(=O)c2ccccc2Sc2ccccc2C#N)CC1	-13	-0.1
COc1ccc(C2CC(c3ccc4ccccc4c3)=NN2C(=O)COC(=O)C2CCC(=O)N2)cc1 (stereo unspecified)	-20	2.4
O=C(COc1ccc(-c2ccccc2)cc1)N1CCCC1	1	1.3
CCc1oc(C(=O)O)cc1COC	-3	0.2
